S1P3 antagonist = S1P3 (human) receptor antagonism | 170,000 tested, 0.27% active | Q99500 | CHO S1P3 NFAT-BLA reporter, FRET fluorescence, antagonist mode | inhibition, % at 4.98 µM;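 active means inhibition above the plate cutoff, the mean inhibition of test wells on that plate plus 3 SD, cut at about 28% in these data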;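 further: cells challenged with S1P at its EC80 of 0.8 µM; blue over green emission ratio from cleaved BLA substrate after 4 h stimulation; 0% = S1P-stimulated wells and 100% = unstimulated DMSO-only wells; some compounds past the cut are filed as inactive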
Target sequence (Q99500 whole entry, looked up): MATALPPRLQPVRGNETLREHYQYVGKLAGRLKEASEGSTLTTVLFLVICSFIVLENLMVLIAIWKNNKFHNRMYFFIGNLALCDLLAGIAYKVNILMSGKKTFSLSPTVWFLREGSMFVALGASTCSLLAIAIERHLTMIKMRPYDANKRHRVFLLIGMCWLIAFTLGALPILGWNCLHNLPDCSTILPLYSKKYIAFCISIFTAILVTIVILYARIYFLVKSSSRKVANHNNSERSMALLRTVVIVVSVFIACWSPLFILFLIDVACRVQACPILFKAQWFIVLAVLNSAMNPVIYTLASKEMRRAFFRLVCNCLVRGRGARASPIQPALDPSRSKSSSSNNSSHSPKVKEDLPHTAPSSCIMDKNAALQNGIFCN
The depositor's hits bear a star.

molecule	S1P3 antagonist
COCCn1cnc2c1c(=O)n(CC(=O)c1ccc3c(c1)OCCO3)c(=O)n2Cc1ccccc1	-39.2
CC1(C)CC2(CCO1)OC(=O)CC2C(=O)Nc1ccc(Br)cc1 (stereo unspecified)	-3.7
O=C1NN(c2ccccc2)C(=O)/C1=C/c1ccc(Sc2ccc(Cl)cc2)o1	-4.8
Cc1ccc(C(=O)NCC(c2ccc(F)cc2)N2CCOCC2)cc1 (stereo unspecified)	-3.4
Cc1cc(Cl)ccc1OCCCC(=O)OCC(=O)c1c(N)n(C)c(=O)n(C)c1=O	-6.1
O=P(c1ccccc1)(c1ccccc1)C(c1ccccn1)P(=O)(c1ccccc1)c1ccccc1	-10.5
CC1=NCCN1CCNC(=O)Nc1cc(C)cc(C)c1	-8.1
Cc1ccc(N/C=C/C(=O)c2ccco2)c(O)c1	-3.4
Nc1c(C(=O)N/N=C/c2ccc([N+](=O)[O-])cc2)cnn1-c1ccccc1	-10.4
Cc1[nH]c2ccccc2c1-c1csc(NC(=O)CSCC(=O)O)n1	-3.5
COc1ccc(/C=C(\NC(=O)c2ccco2)C(=O)NCCc2nc3ccccc3[nH]2)cc1	-9.1
Cc1nn(-c2ccccc2)nc1-c1nnc(-c2ccc(C(F)(F)F)cc2)o1	-11.0
COc1ccccc1-c1nc(C#N)c(NCCCn2ccnc2)o1	-19.7
NS(=O)(=O)c1cccc(NC(=O)CSc2ncnc3ccccc23)c1	1.1
Cc1nc2c(c(C)nn2-c2ccccc2)c(C)c1CCC(=O)Nc1ccc(CN2CCCC2)cc1	-8.2
CC1=C(C)C(OCCBr)N(c2cc(O)c(Cl)cc2F)C1=O (stereo unspecified)	-4.0
O=S(=O)(c1ccc(NC(=S)NN=C(C2CC2)C2CC2)cc1)N1CCOCC1	5.4
O=C(CCCCCn1nnc2ccccc2c1=O)N[C@H](C(=O)O)c1ccccc1	-7.0
C[N+]12CCCCC1[C@@H](CO)CCC2 (stereo partly specified)	-8.3
O=C(NC1CSCC1OC(=O)c1ccccc1)c1ccccc1 (stereo unspecified)	-1.2

Molecules above containing an aryl thioether with sulfur outside any ring:
molecule	S1P3 antagonist
O=C1NN(c2ccccc2)C(=O)/C1=C/c1ccc(Sc2ccc(Cl)cc2)o1	-4.8
NS(=O)(=O)c1cccc(NC(=O)CSc2ncnc3ccccc23)c1	1.1

Further structures:
molecule	S1P3 antagonist
COc1ccc(Nc2cc(C)c3ccc(O)cc3n2)cc1	-6.0
Cc1ccc(/C=N/NC(=O)Cn2nnc(N)n2)o1	-5.3
COC(=O)C(C)SC1=N/C(=C/c2ccc(-n3cncn3)cc2)C(=O)N1 (stereo unspecified)	-5.6
CCOC(=O)c1sc(=S)n(CC)c1NC(=O)c1ccccc1C	4.5
Cc1ccn2c(Nc3ccc4c(c3)OCO4)c(-c3ccc(O)cc3)nc2c1	-4.3
CN(C)c1cc(-c2ccc(Cl)c(Cl)c2)oc(=O)c1Cl	-10.2
CN=C1C=C/C(=N/N=c2\ccn(O)cc2C)C=C1C	-9.6
CCOC(=O)c1sc(Nc2cccc(Cl)c2)nc1C	11.4
COc1cc(SC)ccc1C(=O)N(Cc1ccccc1)c1ccccn1	-2.6
Cc1onc(-c2ccccc2)c1-c1csc(N/N=C/c2ccccc2)n1	2.8
NC(=S)N/N=C/c1coc2ccc(O)cc2c1=O	0.4
O=C(N/N=C/c1cc(Cl)cc([N+](=O)[O-])c1O)C1CC1	-3.6
O=c1cc(CN2CCN(c3cccc(C(F)(F)F)c3)CC2)nc2sccn12	-1.8
Cc1ccnc(-n2c(C)cc(/C=N/NC(=O)COc3cccc4cccnc34)c2C)c1	8.8
CNc1ccn(C2CCCO2)c(=O)n1 (stereo unspecified)	2.0
COc1nc(-c2cccc([N+](=O)[O-])c2)nc2ccccc12	9.0
COc1cccc(/C=N/n2nnnc2N)c1	2.7
c1ccc2sc(-c3ccncc3)nc2c1	-12.0
COc1ccc(Cn2c(C(C)C)nc3sc4ccccc4c(=O)c3c2=O)cc1	-2.8
CCCOc1ccc(C(=O)NC(=S)NNC(=O)c2c(-c3ccccc3)noc2C)cc1	-3.7

New compounds follow.
molecule	S1P3 antagonist
CCOc1ncccc1C(=O)OCc1cc(=O)n2c(n1)sc1ccccc12	-15.3
Cc1cc2oc(=O)cc(C)c2cc1NC(=O)CCl	-3.7
Cc1ccc(S(=O)(=O)N2CCOCC2)cc1C(=O)N(C)CCOc1ccc(Cl)cc1	2.6
CC1(C)C2([N+](=O)[O-])CN3CC1([N+](=O)[O-])CN(C2)C3c1ccc(O)c(O)c1 (stereo unspecified)	1.7
COc1ccc(C(=O)N2CCCC(C(=O)N3CCN(c4ccccc4)CC3)C2)cc1 (stereo unspecified)	-16.6
Nn1c(SCC(=O)Nc2ccc(S(N)(=O)=O)cc2)nnc1C(F)(F)F	5.7
CCOC(=O)C1=C(C)NC(=S)N(C(C)=O)C1c1ccc(OC)c(OC)c1 (stereo unspecified)	-2.3
COc1ccc(-n2nnnc2/C=C\Nc2ccc(C)cc2)cc1	-12.2
CN(C)NC(=S)Nc1cccc(C(F)(F)F)c1	7.1
CCOC(=O)c1[nH]c2ccccc2c1NC(C)=O	2.3
Cn1c(=O)c2c(SCC(=O)N3CCC(Cc4ccccc4)CC3)nc(C3CC3)nc2n(C)c1=O	-7.6
O=C1NCCCC1C(=O)N/N=C/c1ccc(Cl)cc1 (stereo unspecified)	0.6
Cc1ccc2[nH]c(=O)c(CN(CCCO)C(C)c3nnnn3Cc3ccco3)cc2c1 (stereo unspecified)	-1.7
CC(C)(C)OC(=O)NCCCCCc1nnc(SCc2ccccc2F)o1	7.7
O=C(Nc1ccc(F)c([N+](=O)[O-])c1)c1ccc2c(c1)C(=O)OC2=O	2.5
O=C(/C=C/c1ccccc1Cl)Nc1ccccc1	3.4
CCCCSc1cc(C)nc(N)n1	3.7
CCN(CC)C(=S)SCC(=O)Nc1ncc2c(n1)CC(C)(C)CC2=O	5.4
O=S1(=O)NC(=NCC(c2ccco2)N2CCCCC2)c2ccccc21 (stereo unspecified)	-5.7
Cc1ccc2nc3c(c(Nc4ccccc4)c2c1)CCC3	3.2

Following part:
molecule	S1P3 antagonist
Cc1ccccc1SCC(=O)Nc1cc(S(=O)(=O)N2CCOCC2)ccc1N1CCOCC1	-8.3
Cc1cc(C)n(C(=O)/C=C/c2cccs2)n1	-1.2
CC1CCC(NC(=O)C(Cc2ccccc2)n2cccc2)CC1 (stereo unspecified)	7.5
COc1cc(C2OC(=O)c3ccccc3S2)cc(OC)c1OC (stereo unspecified)	-1.4
CC12CCC(C(=Nc3ccc(N=C4C(=O)C5(C)CCC4C5(C)C)cc3)C1=O)C2(C)C	6.8
CCOC(=O)Cn1nc(C)c(NC(=O)COc2ccc(C)c(C)c2)c1C	-5.8
O=C(c1ccccc1)c1nccn1-c1ccc(Cl)nn1	-2.9
Cc1ccc(SCC(=O)c2ccc(CC(=O)O)s2)cc1	11.0
O=C(NCc1ccc(F)cc1)c1ccc(CNc2c(N3CCOCC3)c(=O)c2=O)cc1	1.2
CC(C)Cc1nc2oc3c(Cl)ncnc3c2c2c1CCCC2	-7.2
O=C(NCCc1nc2ccccc2[nH]1)/C(=C/c1ccc(F)cc1)NC(=O)c1ccco1	-18.3
CC1CCC2(CC1)NC(=O)N(Cc1cc(=O)n3ccsc3n1)C2=O (stereo unspecified)	4.7
Cc1cccc(OCC(=O)O/N=C(\N)c2ccc(Br)cc2)c1	9.4
CCN(CC)CC(O)COC(c1ccccc1)c1ccccc1 (stereo unspecified)	-13.6
CC(C)(C)C(=O)OCc1nc(-c2ccc(Cl)cc2)cs1	0.8
Cc1ccc[n+](-c2nc3ccccc3nc2[N-]S(=O)(=O)c2ccccc2)c1	0.2
COc1ccc(C(CC(=O)c2ccccc2)CC(=O)c2ccccc2)cc1	17.0
CC12CCC(C(=O)N/N=C/c3ccc(O)cc3)(OC1=O)C2(C)C (stereo unspecified)	-0.3
Cc1cc(C)n(CC2CC(=O)N(c3ccc(Cl)cc3)C2=O)n1 (stereo unspecified)	-3.3
COc1ccc(Cn2c(C)nc3c(c2=O)c2nc4ccccc4nc2n3Cc2ccco2)cc1	33.4

Next section:
molecule	S1P3 antagonist
Cc1c(S(=O)(=O)N2CCN(c3ccccc3)CC2)c(=O)n(C)c(=O)n1C	8.1
O=C(COC(=O)c1cc(S(=O)(=O)N2CCOCC2)ccc1O)Nc1cc(S(=O)(=O)N2CCCC2)ccc1Cl	2.8
COc1ccccc1/C=C/C=N/NC(=O)CN1CCN(Cc2ccccc2)CC1	-14.9
CCOC(=O)c1n[nH]n(-c2cc(Cl)cc(Cl)c2)c1=O	-1.1
Oc1ccc(/C=N/NC(=S)NC2CC3CCC2C3)cc1 (stereo unspecified)	-4.6
O=C(Nc1nc(=O)n(C(=O)c2cccc(C(F)(F)F)c2)s1)c1ccccc1	-12.9
CCOC(=O)c1c(/N=C/C2=C(O)CCCC2=O)sc2c1CCCC2	-5.5
CC1CC(=O)Nc2ccccc2N1C(=O)Nc1ccc(F)cc1F (stereo unspecified)	0.9
S=c1[nH]nc(Nc2cccc3ccccc23)s1	-3.4
O=C(COC(=O)CCc1nc2ccccc2c(=O)[nH]1)Nc1ccc2c(c1)OCO2	-15.1
CC1CCc2c(C(=O)NCc3ccco3)csc2C1 (stereo unspecified)	2.9
CC(C)OCCCN1CN(S(=O)(=O)c2cccs2)c2nc3ccccc3nc21	2.8
N#Cc1ccc(S(=O)(=O)N2CCN(c3ncccn3)CC2)cc1	-0.3
CCN(CC)S(=O)(=O)c1cc(NS(=O)(=O)c2ccc(Cl)c(C(=O)O)c2)ccc1C	-15.9
CC(=O)Cn1cnc2c(sc3nc(C)cc(C)c32)c1=O	2.5
Cc1noc(C)c1C(=O)N1CCC(C(=O)c2ccccc2)CC1	-2.5
Cc1ccc(S(=O)(=O)N2CCN(C(=O)CSc3nncs3)CC2)cc1	4.6
c1cc(-c2nc3cc(Oc4ccc5oc(-c6ccncc6)nc5c4)ccc3o2)ccn1	-57.7
Clc1cncc(Cl)c1N/N=C/c1ccccc1	-6.3
Cc1ccc(C2/C(=C(\O)c3c(C)nc4ccccn34)C(=O)C(=O)N2CCN(C)C)o1 (stereo unspecified)	-6.4

A few values from the entries so far.
`Cc1ccn2c(Nc3ccc4c(c3)OCO4)c(-c3ccc(O)cc3)nc2c1` @ S1P3 antagonist: -4.3
`CN(C)c1cc(-c2ccc(Cl)c(Cl)c2)oc(=O)c1Cl` @ S1P3 antagonist: -10.2
`CC(=O)Cn1cnc2c(sc3nc(C)cc(C)c32)c1=O` @ S1P3 antagonist: 2.5

Continuation.
molecule	S1P3 antagonist
COC(=O)c1nn(-c2ccc(F)cc2)ccc1=O	-12.8
CCc1ccccc1NNC(=O)CCc1ccccc1	6.1
Nc1nc(NCc2ccco2)nc(Nc2ccc(F)cc2)c1[N+](=O)[O-]	2.7
Cc1ccc(NC(=O)C23CCC(C)(C(=O)[C@H]2Br)C3(C)C)cc1 (stereo partly specified)	3.3
C=CCn1c(=S)sc2c(=O)[nH]cnc21	-4.2
CN(C)/C=C(\C#N)C(=O)Nc1ccc(F)c(Cl)c1	-13.0
Cc1nnc(NC(=O)CCN2C(=O)/C(=C\c3ccccc3)SC2=S)s1	-9.5
C=CCN(c1ccccc1Cl)S(=O)(=O)c1cc(C(=O)N2CCCC2)ccc1Cl	8.0
Cc1ccccc1-n1c2nc(=O)n(C)c(=O)c-2cc2ccccc21	12.5
COc1ccc(C2=NN(S(=O)(=O)c3ccccc3)C(c3ccccc3)C2)cc1 (stereo unspecified)	12.8
CSc1nnc(CCCCCCCCc2nnc(SC)o2)o1	-10.5
CN(CCC#N)C(=O)CC1(Cc2ccccc2)CCOC(C)(C)C1 (stereo unspecified)	7.0
CCCN1C(=O)/C(=C/c2nc3ccccc3c(=O)[nH]2)c2cc(C)ccc21	0.1
CC1CCN(c2nc3c(c(=O)[nH]c(=O)n3C)n2CCSc2ncccn2)CC1	-19.3
COc1ccccc1CC(=O)O/N=C(\N)c1ccccn1	-10.8
CCCc1c(NC(=O)Nc2ccc(F)cc2)cnn1-c1ccccc1	7.0
O=C1CSC(c2ccccc2F)N1 (stereo unspecified)	-5.9
Cc1ccc(-c2c[n+](CC(=O)Nc3ccccc3C)c3n2CCC3)cc1	-16.1
Cc1ccc(F)cc1NC(=O)N1CCN(c2ccnc3cc(Cl)ccc23)CC1	12.9
COc1ccc(C2=NNC(=Nc3cc(S(=O)(=O)N(C)C)ccc3C)SC2)c(OC)c1	-6.9

Next part (two carried over from the part before).
molecule	S1P3 antagonist
Cc1ccc(F)cc1NC(=O)N1CCN(c2ccnc3cc(Cl)ccc23)CC1	12.9
COc1ccc(C2=NNC(=Nc3cc(S(=O)(=O)N(C)C)ccc3C)SC2)c(OC)c1	-6.9
CN(C)C(=O)c1ccc(-c2cc(C(F)(F)F)n(C)n2)s1	5.6
Cc1ccc2c(c1)N(C(C)C(=O)NCc1ccc3c(c1)OCO3)C(=O)CO2 (stereo unspecified)	12.6
Brc1ccc(-c2csc(Nc3nc(-c4ccc(Br)cc4)cs3)n2)cc1	7.7
O=C(NCCc1ccccc1)Oc1ccc(Cl)cc1	-2.4
O=C(NCc1ccco1)C(=O)NCC1OCCN1S(=O)(=O)c1cc(F)ccc1F (stereo unspecified)	-1.9
O=C(NNC(=O)c1cc(-c2ccco2)nc2ccccc12)c1ccccc1	-1.3
COCCCNC(=S)N/N=C/c1cccc(OC)c1O	-4.8
Oc1ccc2ccccc2c1C=Nc1ccccc1	3.1
Cc1cc(NC(=O)/C=C\C(=O)O)c([N+](=O)[O-])cc1C	-14.6

Compound activity deposited in PubChem BioAssay by The Scripps Research Institute Molecular Screening Center.

The list is partial, so the mix of outcomes need not match the whole.
